Source: PubChem BioAssay
TRPM1 prom inh = inhibitors of MITF-dependent TRPM1 promoter reporter, primary screen, cell-based, SK-MEL-5, single point, luciferase; SK-MEL-5 TRPM1 promoter luciferase, 24 h; AID 488899, 2010; 0.83% of 330,000 active; inhibition, % at 12.5 µM;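 active means mean inhibition across replicates of 60% or more, whatever share of single replicates reaches that level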; further: values of inactives mirror those of a sister screen read the other way
NR2E3 ag-1 = NR2E3 agonists in two-hybrid cells, primary screen, cell-based, luminescence, CHO-S, Gal4-NCOR/VP16-NR2E3; Photoreceptor-specific nuclear receptor (Homo sapiens), Q9Y5X4; luciferase; inhibition of corepressor binding, % at 3.98 µM; 0.35% of 360,000 active; AID 602229, 2012;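 active means inhibition above the mean of all tested compounds plus 3 SD, cut at about 70% in these data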;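 further: 0% = DMSO with NR2E3 transfected cells and 100% = cells lacking NR2E3 construct; higher means lower luciferase signal from less NR2E3 corepressor binding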
Target sequence (Q9Y5X4 whole entry, looked up, the tested form may be a part): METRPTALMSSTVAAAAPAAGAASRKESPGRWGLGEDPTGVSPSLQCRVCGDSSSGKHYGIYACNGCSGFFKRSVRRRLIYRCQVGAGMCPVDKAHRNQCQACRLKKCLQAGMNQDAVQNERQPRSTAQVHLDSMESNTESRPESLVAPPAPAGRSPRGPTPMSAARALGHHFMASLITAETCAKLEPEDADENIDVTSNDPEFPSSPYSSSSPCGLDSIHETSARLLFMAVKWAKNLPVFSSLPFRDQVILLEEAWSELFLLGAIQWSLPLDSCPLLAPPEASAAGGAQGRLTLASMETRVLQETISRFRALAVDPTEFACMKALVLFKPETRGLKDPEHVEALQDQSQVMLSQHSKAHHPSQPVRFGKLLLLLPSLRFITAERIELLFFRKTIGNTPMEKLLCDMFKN
KKLEB cytotox = cytotoxicity in KKLEB CF airway cells, primary screen, cytotoxicity control for CF NF-kB inhibitor project, cell-based, uHTS, fluorescence assay plates | KKLEB CF airway cells viability, ATPlite luminescence, overnight; active compounds read low; cells stimulated with P. aeruginosa culture filtrate | activity change (cytotoxicity), % at 5 µM | 0.36% of 360,000 active | AID 602141, 2011;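 active means corrected activity change at or below -50% at 5 µM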
Vif imaging = HIV Vif self-association inhibitors, primary screen, imaging, HEK293T, single point; HEK293T cells, Vif self-association by quenched fluorescence, 24 h; inhibition, % at 7.49 µM; 0.35% of 340,000 active; in the data active means inhibition above about 50%, passing the limit was not always enough; further: some results filed as inactive read as strong as hits
HIF-2a block = HIF-2a reporter inhibitors, primary screen, luminescence, 786-0 RCC cells | inhibition, % at 18.8 µM | 786-0 RCC cells HIF-2a reporter, luciferase luminescence, overnight | 0.72% of 360,000 active | AID 624352, 2012;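 active means inhibition of the luminescence signal of 40% or more relative to plate controls, in a single-dose primary screen at 18.75 µM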
Shn3 3UTR inh = reduction of Shn3 3'UTR firefly luciferase signal, primary screen, Schnurri-3 inhibitor project, cell-based, Clone20 osteoblasts, set 2; inhibition, % at 12.5 µM; 0.52% of 360,000 active; Clone20 osteoblast Shn3 3'UTR firefly luciferase, 24 h; AID 588674, 2011;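 active means mean inhibition of at least 75% with every replicate also reaching 75%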;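 further: 0% = median of neutral control wells and 100% = pilot-screen positive control compound; some compounds past the cut are filed as inactive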
NR2E3 ag-2 = inhibitors of NR2E3-RetCOR corepressor binding, primary screen, NR2E3 agonist project, biochemical, TR-FRET, GST-NR2E3, biotin-RetCOR. AID 2300, 2010. 0.12% of 320,000 active. 1536-well. inhibition of corepressor binding, % at 4.78 µM;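 active means percent inhibition above the cutoff of mean plus 3 SD of all tested compounds, set per screening campaign, cut at about 20% in these data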;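 further: 0% = DMSO wells and 100% = biotin wells as full block of FRET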
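Format: 1536-well format; test system: GST-NR2E3 and biotin-RetCOR proteins; read-out basis: percent inhibition of TR-FRET ratio; timing: 5 h incubation at 4 °C; detection: time-resolved FRET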
CaV13 FRET inh = Primary screen for inhibitors of IQ motif and Ca2+-dependent inactivation inhibitor domain binding in CACNA1D, Förster resonance energy transfer in living cells, …; HEK cells, CFP/YFP FRET ICDI-IQ, plate reader, 10 min; percent FRET-ratio fall versus neutral wells; 0.098% of 340,000 active; AID 743397; inhibition, % at 12.3 µM;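 active means mean replicate inhibition of at least 30% and at least 1% of replicates passing that level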;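 further: 0% = median of the neutral control wells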
CF NFkB inh = inhibitors of PAF-induced NF-kB signaling, primary screen, cell-based, GFP fluorescence, uHTS; KKLEB NF-kB-GFP reporter, GFP fluorescence overnight; inhibition, % at 5 µM; 0.86% of 360,000 active; AID 588850, 2011;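 active means at least 50% inhibition at 5 µM, scaled per plate between neutral and stimulator controls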;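 further: PAF is a Pseudomonas aeruginosa culture filtrate used as stimulus; plate controls were PAF-stimulated DMSO wells for no effect and unstimulated DMSO wells for full effect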
Peg3 promoter = Peg3 promoter-driven luciferase inhibitors, primary screen, cell-based, HeLa, luciferase luminescence | HeLa PEG-Prom luciferase reporter, overnight | inhibition, % at 20 µM | 1.7% of 360,000 active;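 active means inhibition of at least 50% at 20 µM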
PDI inh = inhibitors of human PDI, primary screen, biochemical, turbidity, single point, plate reader | inhibition, % at 10 µM | Protein disulfide-isomerase (Homo sapiens), P07237 | PDI insulin aggregation turbidity, A650, 90 min | 0.052% of 350,000 active;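 active means mean inhibition across replicates of 30% or more, whatever share of single replicates reach that level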;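 further: absorbance from insulin aggregation driven by PDI reduction with DTT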
Target sequence (P07237 whole entry, looked up): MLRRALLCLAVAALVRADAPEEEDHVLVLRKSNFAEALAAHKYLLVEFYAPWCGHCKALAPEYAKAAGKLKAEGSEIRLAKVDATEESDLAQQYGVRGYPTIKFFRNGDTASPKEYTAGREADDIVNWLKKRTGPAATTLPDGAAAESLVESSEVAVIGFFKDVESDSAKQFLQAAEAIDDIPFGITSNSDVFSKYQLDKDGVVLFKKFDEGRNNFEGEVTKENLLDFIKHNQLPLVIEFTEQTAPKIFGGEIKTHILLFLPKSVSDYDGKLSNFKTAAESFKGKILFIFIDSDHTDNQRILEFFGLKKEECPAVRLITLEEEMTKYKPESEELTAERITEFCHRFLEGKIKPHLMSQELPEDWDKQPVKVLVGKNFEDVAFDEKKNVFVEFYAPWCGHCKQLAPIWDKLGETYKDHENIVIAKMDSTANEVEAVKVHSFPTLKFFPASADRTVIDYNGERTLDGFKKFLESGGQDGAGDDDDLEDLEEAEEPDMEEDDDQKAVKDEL
Starred values were filed as active, the others as inactive.

How did CC1CCC(N2CCN(c3ncccn3)CC2)C1 (configuration not stated) do in these assays?
TRPM1 prom inh: -21.5; NR2E3 ag-1: 1.9; KKLEB cytotox: 8.5; HIF-2a block: -15.4; Shn3 3UTR inh: -6.0; NR2E3 ag-2: -1.8; CaV13 FRET inh: -5.5; CF NFkB inh: -3.5; Peg3 promoter: -13.1; PDI inh: -6.3

How did CCCCn1c(S(=O)(=O)O)nc2ccccc21 do in these assays?
TRPM1 prom inh: -7.3; NR2E3 ag-1: -1.8; KKLEB cytotox: -0.4; Vif imaging: 24.9; HIF-2a block: 3.3; Shn3 3UTR inh: -11.8; NR2E3 ag-2: 1.0; CaV13 FRET inh: -4.9; CF NFkB inh: -13.0; Peg3 promoter: 12.4; PDI inh: 11.7

How did O=C(C[n+]1ccc2ccccc2c1)c1cccc2ccccc12 do in these assays?
TRPM1 prom inh: 15.4; NR2E3 ag-1: -16.4; KKLEB cytotox: -7.3; Vif imaging: 2.3; HIF-2a block: 11.7; Shn3 3UTR inh: 9.7; NR2E3 ag-2: -4.3; CaV13 FRET inh: -2.6; CF NFkB inh: 12.2; Peg3 promoter: -16.1; PDI inh: -73.7

Results for C[C@H]1CN(S(=O)C(C)(C)C)[C@@H](CCO)/C1=C\c1ccccc1 (some centres not stated) ?
TRPM1 prom inh: -14.5; NR2E3 ag-1: -6.9; KKLEB cytotox: 6.1; Vif imaging: -4.1; HIF-2a block: 3.7; Shn3 3UTR inh: -9.7; CaV13 FRET inh: -6.2; CF NFkB inh: -12.0; Peg3 promoter: -3.5; PDI inh: -1.6

What do the screens show for `COc1ccccc1N1CCN(C2CCN(S(=O)(=O)c3ccc(C)cc3)CC2)CC1`?
TRPM1 prom inh: 14.7; NR2E3 ag-1: 16.0; KKLEB cytotox: -1.8; Vif imaging: -5.7; HIF-2a block: 6.2; Shn3 3UTR inh: 1.4; NR2E3 ag-2: -0.5; CaV13 FRET inh: -1.7; CF NFkB inh: 16.1; Peg3 promoter: 8.5; PDI inh: 2.3

Results for COC(CNc1ncnc2sc(-c3ccccc3)cc12)OC ?
TRPM1 prom inh: -20.5; NR2E3 ag-1: -31.0; KKLEB cytotox: -11.8; Vif imaging: -0.3; HIF-2a block: -87.5; Shn3 3UTR inh: -11.6; NR2E3 ag-2: -1.1; CaV13 FRET inh: -17.4; CF NFkB inh: -1.0; Peg3 promoter: -61.2; PDI inh: 10.0

Results for COC(=O)c1sccc1NC(=O)c1cccc(Cl)c1 ?
TRPM1 prom inh: 15.4; NR2E3 ag-1: 4.5; KKLEB cytotox: -12.6; Vif imaging: 2.5; HIF-2a block: 2.4; Shn3 3UTR inh: -5.5; NR2E3 ag-2: -2.3; CaV13 FRET inh: -2.5; CF NFkB inh: -8.7; Peg3 promoter: 9.5; PDI inh: -8.2

How did Cc1ccccc1Nc1nnc(SCC(=O)Nc2ccccc2[N+](=O)[O-])s1 do in these assays?
TRPM1 prom inh: -2.6; NR2E3 ag-1: -22.8; KKLEB cytotox: 19.3; Vif imaging: -17.8; HIF-2a block: -77.2; Shn3 3UTR inh: 1.4; NR2E3 ag-2: 1.4; CaV13 FRET inh: -4.9; CF NFkB inh: -1.6; Peg3 promoter: -32.7; PDI inh: -4.8

What do the screens show for `COc1ccc(CC2(CO)CCN(C(C)Cc3ccc(Cl)cc3)CC2)cc1` (configuration not stated)?
TRPM1 prom inh: 11.1; NR2E3 ag-1: -19.6; KKLEB cytotox: -7.4; Vif imaging: 3.2; HIF-2a block: 10.1; Shn3 3UTR inh: 16.0; NR2E3 ag-2: -0.4; CaV13 FRET inh: -2.1; CF NFkB inh: -2.6; Peg3 promoter: 13.3; PDI inh: -3.6

What do the screens show for `O=C(NCC1CCCO1)c1cc(C(=O)C2CCCCC2)c[nH]1` (configuration not stated)?
TRPM1 prom inh: -2.4; NR2E3 ag-1: -0.6; KKLEB cytotox: -3.2; Vif imaging: -0.6; HIF-2a block: -59.4; Shn3 3UTR inh: -30.5; NR2E3 ag-2: -2.3; CaV13 FRET inh: -19.5; CF NFkB inh: 9.7; Peg3 promoter: -34.6; PDI inh: -4.2

Results for O=C(Nc1ccccc1)c1ccccc1OCc1ccc(F)cc1 ?
TRPM1 prom inh: -2.3; NR2E3 ag-1: -17.1; KKLEB cytotox: -4.3; Vif imaging: -1.7; HIF-2a block: -2.1; Shn3 3UTR inh: -7.5; NR2E3 ag-2: 0.6; CaV13 FRET inh: -3.6; CF NFkB inh: 4.8; Peg3 promoter: 18.7; PDI inh: -5.9

Results for O=C(O)c1ccc(CSc2nc(-c3ccccc3)cc(C(F)(F)F)n2)cc1 ?
TRPM1 prom inh: -11.2; NR2E3 ag-1: 14.2; KKLEB cytotox: 12.1; Vif imaging: -0.1; HIF-2a block: 23.0; Shn3 3UTR inh: 14.0; NR2E3 ag-2: -1.5; CaV13 FRET inh: -5.6; CF NFkB inh: 12.1; Peg3 promoter: 11.4; PDI inh: -9.1

Results for CCC(C)[C@H](NC(=O)[C@@H]1CSC2c3ccccc3C(=O)N21)C(=O)N1CCCCC1 (some centres not stated) ?
TRPM1 prom inh: -6.0; NR2E3 ag-1: 8.2; KKLEB cytotox: 10.5; Vif imaging: 18.0; HIF-2a block: 5.3; Shn3 3UTR inh: 3.9; NR2E3 ag-2: -0.8; CaV13 FRET inh: -14.8; CF NFkB inh: 7.5; Peg3 promoter: 11.5; PDI inh: -5.1

How did CC(C)Oc1ccc(S(=O)(=O)N2CCOCC2)cc1NC(=O)CC1CCCC1 do in these assays?
TRPM1 prom inh: -0.7; NR2E3 ag-1: -0.6; KKLEB cytotox: -22.2; Vif imaging: 9.4; HIF-2a block: 8.0; Shn3 3UTR inh: -0.3; NR2E3 ag-2: 4.2; CaV13 FRET inh: -6.4; CF NFkB inh: 16.0; Peg3 promoter: 10.1; PDI inh: -9.9

What do the screens show for `Cc1ccc(C(=O)C2=C(O)C(=O)N(CCCn3ccnc3)C2c2ccc(OC(C)C)cc2)o1` (configuration not stated)?
TRPM1 prom inh: -3.8; NR2E3 ag-1: -7.7; KKLEB cytotox: -2.3; Vif imaging: 14.2; HIF-2a block: -9.5; Shn3 3UTR inh: 1.1; NR2E3 ag-2: 28.5*; CF NFkB inh: 3.1; Peg3 promoter: -42.6; PDI inh: -9.6

Arranged by molecular weight (smallest number first): part of the list above
Results for O=C(Nc1ccccc1)c1ccccc1OCc1ccc(F)cc1 ?
TRPM1 prom inh: -2.3; NR2E3 ag-1: -17.1; KKLEB cytotox: -4.3; Vif imaging: -1.7; HIF-2a block: -2.1; Shn3 3UTR inh: -7.5; NR2E3 ag-2: 0.6; CaV13 FRET inh: -3.6; CF NFkB inh: 4.8; Peg3 promoter: 18.7; PDI inh: -5.9

What do the screens show for `COc1ccccc1N1CCN(C2CCN(S(=O)(=O)c3ccc(C)cc3)CC2)CC1`?
TRPM1 prom inh: 14.7; NR2E3 ag-1: 16.0; KKLEB cytotox: -1.8; Vif imaging: -5.7; HIF-2a block: 6.2; Shn3 3UTR inh: 1.4; NR2E3 ag-2: -0.5; CaV13 FRET inh: -1.7; CF NFkB inh: 16.1; Peg3 promoter: 8.5; PDI inh: 2.3

What do the screens show for `Cc1ccc(C(=O)C2=C(O)C(=O)N(CCCn3ccnc3)C2c2ccc(OC(C)C)cc2)o1` (configuration not stated)?
TRPM1 prom inh: -3.8; NR2E3 ag-1: -7.7; KKLEB cytotox: -2.3; Vif imaging: 14.2; HIF-2a block: -9.5; Shn3 3UTR inh: 1.1; NR2E3 ag-2: 28.5*; CF NFkB inh: 3.1; Peg3 promoter: -42.6; PDI inh: -9.6

Continuation.
How did COc1ccc(NC(=O)CSCc2ccc([N+](=O)[O-])cc2)cc1OC do in these assays?
TRPM1 prom inh: 15.8; NR2E3 ag-1: -3.2; KKLEB cytotox: 11.3; Vif imaging: -5.6; HIF-2a block: 15.2; Shn3 3UTR inh: 8.5; NR2E3 ag-2: -0.5; CaV13 FRET inh: -19.3; CF NFkB inh: 2.8; Peg3 promoter: 12.1; PDI inh: -3.2

How did COc1cccc(/C=N/n2c(=O)[nH]c3ccccc32)c1OC do in these assays?
TRPM1 prom inh: -29.2; NR2E3 ag-1: -19.9; KKLEB cytotox: 5.9; Vif imaging: -9.8; HIF-2a block: -238.9; Shn3 3UTR inh: -36.0; NR2E3 ag-2: -4.8; CaV13 FRET inh: -2.2; CF NFkB inh: -11.1; Peg3 promoter: -130.7; PDI inh: 0.7

How did OC(CNCc1ccc2c(c1)OCO2)COc1ccc(F)cc1 (configuration not stated) do in these assays?
TRPM1 prom inh: 18.2; NR2E3 ag-1: -5.3; KKLEB cytotox: -1.1; Vif imaging: 0.1; HIF-2a block: 15.9; Shn3 3UTR inh: -1.9; NR2E3 ag-2: -1.2; CaV13 FRET inh: -20.2; CF NFkB inh: -4.2; Peg3 promoter: 12.7; PDI inh: -6.9

What do the screens show for `CC(=O)Nc1ccc(-c2csc(Nc3cccc(C)n3)n2)cc1`?
TRPM1 prom inh: -86.0; NR2E3 ag-1: -115.2; KKLEB cytotox: 6.7; Vif imaging: 4.9; HIF-2a block: -266.0; Shn3 3UTR inh: -111.5; CaV13 FRET inh: -5.1; CF NFkB inh: -26.0; Peg3 promoter: -357.6; PDI inh: 1.4

What do the screens show for `CCOc1ccc(C(=O)CCC(=O)Nc2ccc(C)c(S(=O)(=O)N3CCCCC3)c2)cc1`?
TRPM1 prom inh: 7.7; NR2E3 ag-1: -5.7; KKLEB cytotox: -0.7; Vif imaging: -1.6; HIF-2a block: 7.5; Shn3 3UTR inh: 6.1; CaV13 FRET inh: -5.5; CF NFkB inh: -2.2; Peg3 promoter: 14.0; PDI inh: -0.8

Results for Cc1cc(C)nc(SCC(=O)NNC(=O)c2ccccc2C)n1 ?
TRPM1 prom inh: 12.8; NR2E3 ag-1: -9.2; KKLEB cytotox: -2.7; Vif imaging: -0.1; HIF-2a block: 7.0; NR2E3 ag-2: -0.4; CaV13 FRET inh: -4.2; CF NFkB inh: 16.1; Peg3 promoter: -0.1; PDI inh: 7.6

Results for O=C(NC(=S)Nc1ccc(O)cc1)c1ccccc1Cl ?
TRPM1 prom inh: -35.8; NR2E3 ag-1: -64.7; KKLEB cytotox: 2.1; Vif imaging: -0.4; HIF-2a block: -190.7; Shn3 3UTR inh: -33.4; NR2E3 ag-2: 0.9; CaV13 FRET inh: -3.8; CF NFkB inh: -6.7; Peg3 promoter: -195.3; PDI inh: 2.7

This is a random part of the collection; overall some 3.3% were active at least once.
